# HTR5A ag ctr: counter-screen for OPRM1-OPRD1 agonists: human HTR5A agonism | 0.61% of 340,000 active | P47898 | HTR5A agonist assay, luminescence, cell-based | activation, % at 9.3 µM; in the data active = activation mostly above about 9.5%, no sharp cut-off; inactive = mostly below about 7.6%;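 note: 0% = cells with vehicle only and 100% = reference agonist; strong numbers were not always called active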
# MOR-DOR ag: agonists of human mu-delta opioid receptor heterodimerization. P35372+P41143. activation, % at 9.3 µM. 0.3% of 340,000 active. cells, OPRM1-OPRD1 heterodimerization, luminescence; in the data active = activation above about 18%;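 note: 0% = vehicle-treated cells and 100% = reference agonist; values of inactives mirror those of a sister screen read the other way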
# Target sequence (P35372 whole entry, looked up): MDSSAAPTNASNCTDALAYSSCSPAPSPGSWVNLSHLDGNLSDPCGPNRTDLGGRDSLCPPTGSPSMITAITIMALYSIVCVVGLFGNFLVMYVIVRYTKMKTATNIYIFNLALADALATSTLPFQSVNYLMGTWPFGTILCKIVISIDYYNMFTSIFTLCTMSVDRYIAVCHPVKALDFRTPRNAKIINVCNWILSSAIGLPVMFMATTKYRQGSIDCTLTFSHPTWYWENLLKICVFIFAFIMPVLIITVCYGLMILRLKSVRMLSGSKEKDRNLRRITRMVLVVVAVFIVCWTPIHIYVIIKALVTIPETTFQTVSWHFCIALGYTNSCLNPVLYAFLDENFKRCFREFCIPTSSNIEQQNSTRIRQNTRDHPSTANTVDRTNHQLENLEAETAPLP
# Target sequence (P41143 whole entry, looked up): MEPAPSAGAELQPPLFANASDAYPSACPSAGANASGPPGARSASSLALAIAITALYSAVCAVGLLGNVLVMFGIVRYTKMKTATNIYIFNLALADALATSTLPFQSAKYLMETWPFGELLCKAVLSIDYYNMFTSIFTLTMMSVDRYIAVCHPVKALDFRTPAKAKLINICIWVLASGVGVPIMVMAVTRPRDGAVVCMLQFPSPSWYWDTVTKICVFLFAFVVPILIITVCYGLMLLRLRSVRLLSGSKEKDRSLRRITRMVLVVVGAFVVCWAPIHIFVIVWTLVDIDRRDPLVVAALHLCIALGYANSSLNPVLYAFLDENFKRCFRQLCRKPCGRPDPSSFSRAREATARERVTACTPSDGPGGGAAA
# RTF Ca sens act: cardiac RTF calcium sensitization; IANBD-labeled TnC RTF fluorescence at EC20 calcium; 0% EC20 calcium, 100% full calcium; activation, % at 7.2 µM; P19429+P45379; 0.24% of 340,000 active; AID 493008;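 active = activation above the mean over all tested compounds plus 3 SD, cut at about 30% in these data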;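 note: rise in fluorescence read as greater calcium sensitivity of cardiac thin filaments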
# MOR-DOR inv ag: inverse agonists of human mu-delta opioid receptor heterodimerization. P35372+P41143. 0.21% of 340,000 active. cell-based MOR-DOR heterodimer luminescence, inverse agonism. inhibition, % at 9.3 µM. AID 504357; in the data active = inhibition above about 22%, passing the limit was not always enough;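 note: 0% = cells with DMSO and 100% = wells without cells with DMSO; values of inactives mirror those of a sister screen read the other way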
# LANA DNA inh: inhibitors of KSHV LANA C-terminal domain DNA binding; inhibition, % at 9 µM; 0.078% of 340,000 active; AID 504423; MBP-C-LANA/FAM-LBS DNA binding, fluorescence polarization;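 active = highest replicate inhibition at or above 60% at 9 µM, even if other replicates fall short; inactive = all replicates below 60% inhibition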;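 note: 0% = neutral control wells and 100% = 4 µM acridine orange control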
# Cardiac RTF inh: cardiac RTF calcium desensitization; inhibition, % at 7.15 µM; IANBD-labeled cardiac RTF, Ca2+ fluorescence; AID 493244; 0.12% of 340,000 active;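 active = inhibition above the mean inhibition of all tested compounds plus 3 SD, cut at about 17% in these data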;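 note: assay run at fixed EC70 calcium of 1.6 mM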
# Keap1 Nrf2 FP: disrupts human Keap1 binding to Nrf2 peptide. 0.15% of 340,000 active. AID 504523. Q14145. Keap1 Kelch-Nrf2 peptide fluorescence polarization, 1536-well. inhibition, % at 9.4 µM; in the data active = inhibition above about 12%;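 note: human Keap1 Kelch domain with fluorescein labeled Nrf2 9mer peptide probe; 0% = neutral control wells and 100% = peptide positive control; higher means more block of Keap1 binding to Nrf2 peptide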
# V-ATPase pHluor: alters yeast V-ATPase proton transport; S. cerevisiae, pHLuorin cytosolic pH fluorescence; response, % at 10 µM; 0.37% of 350,000 active; in the data active = response mostly above about 7.3%, no sharp cut-off; inactive = mostly below about 5.4%; note: actives read high; inactives centre near 0; some compounds called inactive have numbers as strong as hits; reference of the scale not given here
# CAL PDZ FP: CAL PDZ (human) peptide binding inhibition; Q9HD26; purified CAL PDZ, TMR-peptide fluorescence polarization, 1 h; inhibition, % at 24.9 µM; 0.92% of 300,000 active; AID 602252;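 active = mean inhibition of at least 30% with at least half of replicates also reaching 30%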;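 note: 0% = DMSO neutral control and 100% = excess unlabeled competitor peptide PRC23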
# HTR5A inv ag: inverse agonist of human HTR5A in OPRM1-OPRD1 counter-screen. P47898. HTR5A cell line, luminescence, inverse agonism. inhibition, % at 9.3 µM. 0.083% of 340,000 active. AID 504634; in the data active = inhibition mostly above about 23%, no sharp cut-off; inactive = mostly below about 18%;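 note: 0% = cells with DMSO and 100% = no-cell wells with DMSO; some compounds called inactive have numbers as strong as hits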
# An asterisk follows results filed as active; / = no result given. Random draw from the library (roughly 2.8% active in at least one column).
SMILES,HTR5A ag ctr,MOR-DOR ag,RTF Ca sens act,MOR-DOR inv ag,LANA DNA inh,Cardiac RTF inh,Keap1 Nrf2 FP,V-ATPase pHluor,CAL PDZ FP,HTR5A inv ag
Cc1cccc(NS(=O)(=O)c2cccc(C(=O)NCC(c3ccc(F)cc3)N3CCOCC3)c2)c1 (configuration not stated),7,-1.1,-6,5,-0.4,-2,2,0,0,-19
CC1(OC(=O)CCc2ccccc2)C(=O)C=C2C=C(c3ccc(C#N)cc3)N(CC3CC3)C=C2C1=O (configuration not stated),4,3.9,-1,-22,0.5,-7,-9,-1,1,2
COc1ccc(NS(=O)(=O)c2ccc(C)c(C(=O)NCc3cccnc3)c2)cc1,4,-0.6,1,3,0.3,4,-1,3,5,-12
Cn1c(C(=O)OCC(=O)NCc2ccc(F)cc2)cc2occc21,0,-2.3,-1,12,-3.0,-14,-2,1,11,-8
CNC(=S)N/N=C1\CC(c2ccccc2)Oc2ccccc21 (configuration not stated),-1,-0.3,3,2,0.1,6,-1,-3,-3,29
CCN(C(=O)COC(=O)CCOc1cc(C)ccc1C)c1c(N)n(Cc2ccccc2)c(=O)[nH]c1=O,-2,-3.1,-2,12,-1.1,-1,-4,-2,-2,-8
CCN(CC)CCN1C(=O)C(=O)/C(=C(/O)c2c(C)[nH]c(C(=O)OC)c2C)C1c1cccnc1 (configuration not stated),5,-3.3,-3,21,-0.2,4,0,-1,44*,2
Cc1cc(NC(=O)Nc2cc(Cl)ccc2C)no1,-2,1.1,4,-5,1.3,-9,-1,-1,-3,8
CC(c1ccco1)N(C(=O)CSc1ccc(Br)cc1)c1ccccn1 (configuration not stated),-3,-2.4,-3,13,0.4,-21,-6,1,1,-12
CCOC(=O)c1c(NC(=O)CSc2nnc(-c3ccncc3)n2Cc2ccco2)sc(C)c1C,3,0.4,0,-2,-0.1,-4,-4,1,5,-23
Nc1ccn(CC(=O)NCc2ccccn2)c(=O)n1,12,-1.7,0,8,2.5,-8,-1,0,-2,1
O=C(Nc1ccc(Cl)c(Cl)c1)Nc1nnc(CC2=CCCCC2)s1,10,0.0,-1,0,1.7,1,1,0,1,-40
COc1cc(-c2nnc(SCC(=O)Nc3ccc(C(=O)O)cc3)o2)cc(OC)c1OC,0,-2.4,-3,12,5.0,-4,1,0,0,1
CCCCNC(=O)C(=O)NCC1CCCN1S(=O)(=O)c1cccs1 (configuration not stated),9,-2.1,0,11,0.3,-13,-2,2,-4,-22
Cc1ccc(CNC(=O)c2ccc([N+](=O)[O-])o2)cc1,-1,7.1,-5,-40,-0.9,-4,-2,-3,6,-20
Cc1cc(/C(O)=C2\C(=O)C(=O)N(CCN(C)C)C2c2ccncc2)ccc1OCc1ccccc1 (configuration not stated),2,-2.0,1,11,-2.1,-7,-3,2,-3,7
CCN(CC)S(=O)(=O)c1ccc(C(=O)N2CCN(c3ncccn3)CC2)cc1,3,-0.6,5,4,0.2,4,-4,2,-3,21
N=c1c(S(=O)(=O)c2ccccc2)cc2c(=O)n3ccccc3nc2n1Cc1ccco1,-3,-3.7,0,18,1.1,-13,-2,-4,-1,19
COc1cc2cnc(-c3ccccc3)cc2cc1OC,7,-2.1,-1,12,0.4,-4,-5,0,-6,-19
CCOC(=O)CNC(=O)Cn1cnc2c(nnn2-c2cccc(Cl)c2)c1=O,0,1.9,9,-10,-0.9,1,-2,-2,/,-38
CN(C)S(=O)(=O)c1ccc(N=Cc2c(C(F)(F)F)[nH]n(C)c2=O)cc1,2,-1.6,3,10,-0.2,-1,1,-5,-1,-11
O=C(Nc1nncs1)C1CCCC1,4,-0.6,8,3,-1.8,-4,-1,-6,-6,21
Cc1ccc(NC(=O)c2[nH]cnc2C(=O)NN)cc1,5,-0.9,-4,5,0.1,3,-6,-2,/,-10
CC1(C)NC(C)(C)/C(=C\c2cccs2)C(=O)C1=O,-4,-2.5,6,12,8.1,5,0,7,-4,-5
COc1cccc(N2CCN(S(=O)(=O)c3ccc4nc(-c5ccccc5)[nH]c4c3)CC2)c1,11,5.9,-5,-27,1.6,2,-2,2,-2,0
N#Cc1ccc(OCC(=O)NNC(=S)NC(=O)C2CC2)cc1,-3,-5.6,-2,25,/,2,/,1,-8,12
O=C(COc1ccccc1Br)Nc1ccccc1C(F)(F)F,3,11,-5,-83,0.6,-27,-6,-1,-4,-7
COc1cc2[nH]c(=S)nc(NCc3ccc(C)cc3)c2cc1OC,-1,-1.1,5,5,0.5,-13,-4,1,-6,5
O=C(Nc1cccnc1)c1cc(-c2ccc(Br)cc2)on1,3,0.3,2,-2,0.1,-2,0,3,/,-7
O=c1c2c(-c3ccccc3)ccnc2[nH]n1-c1ccccc1,0,-1.5,-3,7,0.6,-9,-4,8,-1,22
O=C(CCS(=O)(=O)c1cccs1)N1CCCC1,0,-2.4,2,13,-1.0,-21,4,-2,-3,-8
Cc1cccc([N+](=O)[O-])c1C(=O)O,0,-1.1,-1,6,0.7,-6,7,0,-3,2
CN(C)S(=O)(=O)c1cccc(C(=O)Nc2ccc(S(=O)(=O)N3CCCC3)cc2)c1,-1,-2.7,2,12,-1.8,-7,-1,-2,-2,3
Cc1ccc(NC(=O)CC2S/C(=N/N=C/C=C/c3ccccc3)NC2=O)cc1Cl (configuration not stated),12,2.0,-1,-12,0.8,2,-1,-1,0,-31
Cc1cc(NS(=O)(=O)c2ccc(NC(=O)c3oc4ccccc4c3C)cc2)no1,-3,-1.0,4,5,-0.6,1,-4,0,/,1
O=C(CSc1nnc(NCc2ccccc2)s1)c1ccco1,-3,-0.3,-3,1,-0.5,2,-1,0,12,19
Cc1ccn2c(=O)nc(SCC(=O)N3CCCc4ccccc43)nc2c1,0,-1.5,3,10,0.3,1,-3,4,-7,13
O=C(Nc1nnc(C2=COCCO2)o1)c1ccc(S(=O)(=O)N2CCCCC2)cc1,7,-0.6,2,5,0.4,-11,-1,-3,3,10
O=C(NCC1CCCO1)C1CC(=O)N(c2cccc(Cl)c2)C1 (configuration not stated),1,-3.2,4,20,-0.5,-19,-4,-1,-3,6
COCC1CCCCN1C(=O)c1ccc(OC2CCN(Cc3ccccn3)CC2)cc1 (configuration not stated),-4,-0.4,-1,2,3.4,-3,-3,-3,/,22
CCOC(=O)/C(C)=C1\NC(C)(C)Cc2ccccc21,-1,-0.2,-1,2,0.5,3,-1,5,-3,3
Cc1ccc(C(=O)N/C(=C/c2ccc(N(C)C)cc2)C(=O)NCC2CCCO2)cc1 (configuration not stated),4,-0.4,-3,3,-2.5,2,0,-5,3,-10
CCN(CC)S(=O)(=O)c1ccc(C(=O)Nc2ccc(C(F)(F)F)n(C)c2=O)cc1,5,-0.5,7,4,-1.4,-7,-2,0,-4,-6
CC(C)(C)OC(=O)NN1CC(=O)N2[C@@H](Cc3c([nH]c4ccccc34)C2(C)C)C1=O,5,0.1,-1,-1,0.2,-5,-4,6,1,-19
COC(=O)[C@@H]1C[C@@]2(O)[C@@H](O)[C@@H](O)[C@@H](O)C[C@H]2N1Cc1ccc(C(F)(F)F)cc1,1,-2.7,-2,12,0.0,1,-3,0,-2,6

# An excerpt of these results, with each value named:
smiles: Cc1cc(NC(=O)Nc2cc(Cl)ccc2C)no1
  HTR5A ag ctr: -2	MOR-DOR ag: 1.1	RTF Ca sens act: 4	MOR-DOR inv ag: -5	LANA DNA inh: 1.3	Cardiac RTF inh: -9	Keap1 Nrf2 FP: -1	V-ATPase pHluor: -1	CAL PDZ FP: -3	HTR5A inv ag: 8

smiles: CC(c1ccco1)N(C(=O)CSc1ccc(Br)cc1)c1ccccn1 (configuration not stated)
  HTR5A ag ctr: -3	MOR-DOR ag: -2.4	RTF Ca sens act: -3	MOR-DOR inv ag: 13	LANA DNA inh: 0.4	Cardiac RTF inh: -21	Keap1 Nrf2 FP: -6	V-ATPase pHluor: 1	CAL PDZ FP: 1	HTR5A inv ag: -12

smiles: CCOC(=O)c1c(NC(=O)CSc2nnc(-c3ccncc3)n2Cc2ccco2)sc(C)c1C
  HTR5A ag ctr: 3	MOR-DOR ag: 0.4	RTF Ca sens act: 0	MOR-DOR inv ag: -2	LANA DNA inh: -0.1	Cardiac RTF inh: -4	Keap1 Nrf2 FP: -4	V-ATPase pHluor: 1	CAL PDZ FP: 5	HTR5A inv ag: -23

smiles: Nc1ccn(CC(=O)NCc2ccccn2)c(=O)n1
  HTR5A ag ctr: 12	MOR-DOR ag: -1.7	RTF Ca sens act: 0	MOR-DOR inv ag: 8	LANA DNA inh: 2.5	Cardiac RTF inh: -8	Keap1 Nrf2 FP: -1	V-ATPase pHluor: 0	CAL PDZ FP: -2	HTR5A inv ag: 1

# The list goes on.
SMILES,HTR5A ag ctr,MOR-DOR ag,RTF Ca sens act,MOR-DOR inv ag,LANA DNA inh,Cardiac RTF inh,Keap1 Nrf2 FP,V-ATPase pHluor,CAL PDZ FP,HTR5A inv ag
CCC12CN3CC(CC)(CN(C1)C31C(=O)N(C)c3ccc(C)cc31)C2=O (configuration not stated),-2,-2.3,-2,15,0.5,3,-2,-1,9,-1
CCN1CCN(Cc2oc(CO)cc(=O)c2O)CC1,-1,-0.7,-2,4,0.7,0,1,1,-5,2
COc1ccccc1C1=NNC(=NCc2ccccc2)SC1,3,-2.0,5,11,-0.4,-11,3,2,-5,-8
COc1cccc(C(c2sc3ncnn3c2O)N2CC(C)OC(C)C2)c1 (configuration not stated),2,-1.5,-2,9,3.9,0,0,0,3,11
C=CCn1c(-c2cccnc2Cl)nc2ccccc21,1,-0.8,3,6,2.0,-8,-5,0,1,-3
CCOC(=O)N1CCC(NC(=O)CCC(=O)N2CCOc3ccc(C)cc32)CC1,1,0.8,5,-5,0.4,-3,-5,/,-5,0
O=C(Nc1ccc(N2CCN(C(=O)c3ccccc3)CC2)cc1)c1cccs1,1,-0.1,-3,1,2.1,-8,2,-4,/,-14
Cc1cc(C)c(S(=O)(=O)N2CCCC2CNC(=O)c2ccc3c(c2)OCO3)c(C)c1 (configuration not stated),-1,-3.7,-6,19,0.3,5,-4,-5,0,2
CNC(=O)C(=O)N/N=C/c1ccccn1,-1,-2.8,9,16,-0.1,5,-2,-1,-5,4
O=c1[nH]c2cc3c(cc2cc1CN(CC1CCCO1)S(=O)(=O)c1ccccc1)OCCO3 (configuration not stated),-7,2.8,1,-17,-2.5,8,-6,6,-4,15
Cc1nn(-c2ccccc2)c(Cl)c1C(=O)NCC(=O)O,-1,0.4,5,-2,-0.2,-13,-8,-2,-3,-9
CCc1nnc(NC(=O)CN2CCN(S(C)(=O)=O)CC2)s1,-1,1.4,0,-8,-0.4,-10,-5,0,-2,10

# Part of the list above with just V-ATPase pHluor:
SMILES | V-ATPase pHluor
COc1cccc(C(c2sc3ncnn3c2O)N2CC(C)OC(C)C2)c1 (configuration not stated) | 0
Cc1cc(C)c(S(=O)(=O)N2CCCC2CNC(=O)c2ccc3c(c2)OCO3)c(C)c1 (configuration not stated) | -5
CCC12CN3CC(CC)(CN(C1)C31C(=O)N(C)c3ccc(C)cc31)C2=O (configuration not stated) | -1
